MITF inh: human MITF inhibition, primary screen | AlphaScreen MITF homodimerization, bead proximity signal | inhibition, % at 2.6 µM | hit rate 0.91% among 650,000 | O75030; in the data active = inhibition above about 50%;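 note: 0% = vehicle wells with protein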
Target sequence (O75030 whole entry, looked up): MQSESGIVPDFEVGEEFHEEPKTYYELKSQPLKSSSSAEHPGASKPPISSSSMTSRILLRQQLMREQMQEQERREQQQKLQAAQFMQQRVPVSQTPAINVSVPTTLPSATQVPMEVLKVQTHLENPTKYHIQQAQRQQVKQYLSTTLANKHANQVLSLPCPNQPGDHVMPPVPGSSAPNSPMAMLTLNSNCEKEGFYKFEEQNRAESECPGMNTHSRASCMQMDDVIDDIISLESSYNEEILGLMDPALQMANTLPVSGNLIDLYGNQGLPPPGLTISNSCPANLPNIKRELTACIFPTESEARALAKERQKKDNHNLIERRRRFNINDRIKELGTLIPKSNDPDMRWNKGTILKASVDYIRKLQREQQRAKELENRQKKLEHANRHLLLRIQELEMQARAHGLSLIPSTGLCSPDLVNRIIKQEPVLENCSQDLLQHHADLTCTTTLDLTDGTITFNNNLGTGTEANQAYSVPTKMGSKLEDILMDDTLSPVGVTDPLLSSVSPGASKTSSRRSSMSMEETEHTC
FBW7 act: activators of human E3 ligase FBW7 | Q969H0 | AlphaScreen FBW7–phospho-cyclin E peptide binding, activator screen | normalized activity (activation), % at 26.1 µM | hit rate 0.13% among 650,000 | AID 1259310; in the data active = normalized activity above about 1.9%;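 note: purified mutant Fbw7 with reduced substrate affinity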
TEAD-YAP inh: TEAD-YAP interaction inhibition | HEK-TIYL cells, TEAD-Gal4/YAP UAS-luciferase luminescence | inhibition, % at 9.12 µM | hit rate 1.4% among 640,000 | AID 1259422; in the data active = inhibition above about 32%;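 note: 0% = median of test compound wells and 100% = reference inhibitor wells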
GPR151 activ: activators of human GPR151. Q8TDV0. PathHunter beta-arrestin GPR151 cells, luminescence. activation, % at 11.2 µM. hit rate 1% among 650,000; in the data active = activation above about 4.9%;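 note: 0% = median of compound wells and 100% = cells with positive control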
Target sequence (Q8TDV0 whole entry, looked up): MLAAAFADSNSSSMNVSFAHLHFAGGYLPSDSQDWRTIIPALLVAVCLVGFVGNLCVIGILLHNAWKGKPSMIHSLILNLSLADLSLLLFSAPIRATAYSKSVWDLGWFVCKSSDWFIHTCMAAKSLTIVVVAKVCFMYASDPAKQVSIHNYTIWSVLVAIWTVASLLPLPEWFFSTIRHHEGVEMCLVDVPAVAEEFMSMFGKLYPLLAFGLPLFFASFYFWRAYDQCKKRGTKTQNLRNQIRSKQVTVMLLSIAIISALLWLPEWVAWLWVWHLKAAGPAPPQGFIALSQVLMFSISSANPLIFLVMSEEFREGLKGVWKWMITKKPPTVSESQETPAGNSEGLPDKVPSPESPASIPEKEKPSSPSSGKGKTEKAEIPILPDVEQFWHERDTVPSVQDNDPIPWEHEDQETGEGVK
Active calls of the source: *; x = not tested or not shown; & = joins results of further samples.

SMILES	MITF inh	FBW7 act	TEAD-YAP inh	GPR151 activ
CSc1ccc(/C=C2\N=C(c3cc([N+](=O)[O-])ccc3Cl)OC2=O)cc1	7	0.0	-6	-0.4
COc1ccc(Cl)cc1N(C)C(=O)Cn1ncc2c(=O)oc3ccccc3c21	13	0.5	8	0.1
O=C(CSc1nc2ncccc2[nH]1)Nc1ccc(Cl)cc1Cl	4	-0.1	1	0.2
CCOC(=O)c1c(NC(=O)COc2ccccc2Cl)sc2c1CCCC2	5	0.1	1	-2.6
COc1ccc(N2CC(C(=O)NCCC3=CCCCC3)CC2=O)cc1 (configuration not stated)	5	0.3	5	1.1
Cn1c(=O)c([N+](=O)[O-])c(N2CCN(Cc3ccc(Cl)cc3Cl)CC2)c2ccccc21	16	0.1	4	1.0
CCOc1ccc(NC(=O)CCNS(=O)(=O)c2ccc3c(c2)oc(=O)n3C)cc1	-2	-0.1	1	0.5
O=C(CCSc1ccccc1)Nc1nc(-c2cc3ccccc3oc2=O)cs1	1	-0.1	-2	-0.7
Cc1cc(=O)n2nc(N3CCCC3C(=O)NCCCN3CCCCC3)sc2n1 (configuration not stated)	5	0.1	-2	5.0*
CSC(Nc1ccc(Br)cc1)=C(C#N)C#N	-1	0.0	38*	0.5
CCC1CCCCN1S(=O)(=O)c1ccccc1N (configuration not stated)	4	-0.2	2	0.4
COC(=O)C1=CN(C2CC2)C=C(C(=O)OC)C1c1ccc2c(c1)OCO2	16	0.1	13	2.1
COc1ccc(Br)cc1C(=O)N/N=C/c1ccc(O)cc1O	17	-0.1	22	-0.5
O=C(/C=C/c1ccccc1Cl)c1cccnc1	2	-0.2	-5	0.1
Cc1ccc(S(=O)(=O)N(CCC(=O)NCc2ccccc2Cl)Cc2c(Cl)cccc2Cl)cc1	7	0.1	-1	-0.5
c1ccc(CSc2nnnn2-c2ccc3c(c2)OCO3)nc1	11	0.0	-17	-1.2
COc1cc(Nc2nc(Nc3ccc(NC(C)=O)cc3)c3ncn(Cc4ccc(C(F)(F)F)cc4)c3n2)cc(OC)c1OC	16	0.1	-4	-0.9
CCOC(=O)c1sc2nc(SCC(=O)NCCc3ccccc3)n(CCc3ccccc3)c(=O)c2c1C	0	0.1	6	-0.4
O=C(Nc1cccc(Cl)c1)c1cc(S(=O)(=O)N2CCCC2)ccc1F	10	0.3	12	-0.8
CC(=O)Nc1ccc(CN2CCN(c3ccc(Cl)cc3)CC2)cc1	-27	0.2	-6	-0.4
COc1cccc(C(=O)NC(/C=C/c2ccccc2)c2cc(Cl)c3cccnc3c2O)c1 (configuration not stated)	16	0.0	19	-1.4
CCOC(=O)C1=C(C)N=c2s/c(=C\c3ccc(-c4ccccc4[N+](=O)[O-])o3)c(=O)n2C1c1ccc(OC)c(OC)c1 (configuration not stated)	9	-0.1	-3	-1.4
COC(=O)CNS(=O)(=O)c1ccc(Oc2ccc(S(=O)(=O)NCC(=O)OC)cc2)cc1	-4	-0.2	-3	-0.7
O=[N+]([O-])c1ccc(S(=O)(=O)N2CCN=C2SCc2ccc(F)cc2)cc1	7	0.1	9	0.4
COC(=O)C1=C(C)NC2=C(C(=O)c3ccccc32)C1c1ccc(OCC#N)c(OC)c1 (configuration not stated)	13	-0.3	1	1.2
Cc1cccc(Nc2nc(-c3ccc([N+](=O)[O-])cc3)cs2)c1	2	-0.2	5	0.8
CCCCCOC(=O)C1=C(C)NC2=C(C(=O)CCC2)C1c1cc(OC)c(OC)cc1Br (configuration not stated)	7	0.2	-3	0.7
COc1ccc(CCNC(=O)c2ccc(CN3CCOCC3)cc2)cc1	8	-0.1	10	0.8
CCc1ccc(OCC(=O)Nc2cccc3nsnc23)cc1	-8	0.2	0	0.1
CCOc1ccc(-n2cc(-c3ccccc3)c3c(SCc4ccc(F)cc4)ncnc32)cc1	-2	0.5	5	1.1

Single records, from the list above. Values in the order: MITF inh, FBW7 act, TEAD-YAP inh, GPR151 activ
CCc1ccc(OCC(=O)Nc2cccc3nsnc23)cc1 in the list: -8, 0.2, 0, 0.1
O=[N+]([O-])c1ccc(S(=O)(=O)N2CCN=C2SCc2ccc(F)cc2)cc1 in the list: 7, 0.1, 9, 0.4
COc1ccc(CCNC(=O)c2ccc(CN3CCOCC3)cc2)cc1 in the list: 8, -0.1, 10, 0.8
COC(=O)C1=C(C)NC2=C(C(=O)c3ccccc32)C1c1ccc(OCC#N)c(OC)c1 (configuration not stated) in the list: 13, -0.3, 1, 1.2
COC(=O)CNS(=O)(=O)c1ccc(Oc2ccc(S(=O)(=O)NCC(=O)OC)cc2)cc1 in the list: -4, -0.2, -3, -0.7

(further entries)
SMILES	MITF inh	FBW7 act	TEAD-YAP inh	GPR151 activ
Nc1c(C(=O)Nc2cccc(Cl)c2)sc(=S)n1Cc1ccccc1	18	0.0	11	0.8
CCCCn1c(=NC(=O)c2ccccc2F)c(C(=O)OCC)cc2c(=O)n3ccccc3nc21	13	0.8	-3	0.9
Cc1cn2c3c(=O)n(C)c(=O)n(C)c3nc2n1CCc1ccccc1	55*	0.1	10	-0.6
O=C(CSC(=S)N1CCCC1)Nc1ccc2nc(SCC(=O)c3ccc(Cl)cc3)sc2c1	2	-0.1	0	0.3
CC1(C)NC(C)(C)C(O)(C(N)=O)C1=O (configuration not stated)	2	-0.1	-4	-0.1
COc1ccccc1CNC(=O)CS(=O)Cc1nc(-c2ccccc2Cl)oc1C (configuration not stated)	-9	1.0	3	1.2
Cc1nc(N2CCOCC2)c2c(C)c(C(=O)NC(C)C)sc2n1	-8	0.0	-3	-0.7
C=C1N(CCc2c(C)n(C)c3ccccc23)C(=O)OC12CCCCC2	1	0.1	6	2.2
Cc1ccc2nc(N3CCN(c4cccc(C)c4C)CC3)c3nnnn3c2c1	12	0.2	2	-0.9
Fc1ccc(NC(=S)N2CCn3cccc3C2c2cccs2)cc1 (configuration not stated)	12	0.0	3	0.2
Cc1ccccc1NS(=O)(=O)c1nnc(NC(=O)C(C)C)s1	11	-0.2	6	-2.9
O=C1OC(c2cccc(Cl)c2Cl)=N/C1=C/c1ccccc1Cl	7	-0.1	4	0.8
COC(=O)C1=C(C)N(c2ccc(C)cc2)/C(=C/c2ccc(O)cc2)C1=O	-6	0.0	-5	-0.6
O=P(O)(c1ccccc1)c1nccn1-c1cccnc1	7	0.2	8	-1.4
COCCSc1nnc(NC(=O)c2c(OC)cccc2OC)s1	10	0.4	4	1.7
CCOc1ccccc1C(=O)Oc1ccc2c3c(c(=O)oc2c1)CCC3	5	-0.1	10	1.6
COc1ccc(-c2nnc(SCC(=O)NC(=O)NC(C)C)n2-c2ccccc2)cc1	-8	0.0	-28	1.8
CC(C)(C)c1ccc(C(=O)Nc2ccccc2C(=O)NCc2ccco2)cc1	2	0.1	-15	0.4
O=C(/C=C/c1ccc([N+](=O)[O-])cc1)NCCOc1ccccc1	-14	0.0	-17	2.5
CCCn1c(C)cn2c3c(=O)n(CCCc4ccccc4)c(=O)n(C)c3nc12	11	0.0	-5	0.1
O=C(NNC(=O)c1cc(S(=O)(=O)N2CCOCC2)ccc1F)c1cccc(Cl)c1	-1	-0.1	-8	-0.4
COc1ccc2nc(N3CCCC(C(=O)NCc4ccccc4)C3)sc2c1 (configuration not stated)	-4	-0.1	-14	1.2
CN(C)C(=O)c1cc(-c2cn[nH]c2)ccc1NC(=O)C1COc2ccc(Cl)cc2C1 (configuration not stated)	1	0.1	9	1.8
Nc1cc(-c2ccccc2)nc2c(-c3cccc(Br)c3)cnn12	-16	0.9	10	0.5
O=C(COC(=O)c1ccc(OC(F)F)cc1)Nc1cccnc1Cl	12	0.4	-3	12*
Cc1cc2nnc(SCC(=O)c3ccc4c(c3)OCCO4)n2c2ccccc12	17	0.1	5	-0.8
O=C1/C(=C\c2ccc(-c3ccccc3[N+](=O)[O-])o2)SC(=Nc2ccccc2)N1c1ccccc1	5	0.0	-13	-0.3
C[C@@H](O/N=C1/[C@H]2CCn3c(=O)n(-c4ccccc4)c(=O)n3[C@H]2[C@H](O)[C@@H]2O[C@H]12)c1cn([C@H](CO)Cc2ccccc2)nn1	2	0.0	x	-0.9
CCOC(=O)CNc1ncnc2scc(-c3ccccc3)c12	2	0.0	35*	-0.4
O=C(O)CC(CP(c1ccccc1)c1ccccc1)C(=O)O (configuration not stated)	6	0.0	1	-0.5
CCOc1ccc(NC(=O)Cn2c(C)nc3sc(C)c(C)c3c2=O)cc1	-5	-0.1	5	4.0
COc1ccc(C)cc1NS(=O)(=O)c1ccc(NS(=O)(=O)c2ccc3c(c2)OCCO3)cc1	2	0.1	-2	-0.8
CCc1nc(CN2CCCC(N(C)CCc3ccccc3)C2)c(C)[nH]1 (configuration not stated)	-8	-0.2	-10	2.0
COc1ccc(Nc2ccnc3c(-c4cccc(N(C)C)c4)cnn23)cc1	-5	0.3	4	0.7
Cc1nn(C)cc1CNC(=O)c1cc2nc(-c3ccco3)cc(C(F)(F)F)n2n1	11	0.5	5	-1.3
NC(=O)c1cccc(-c2cccs2)c1	66*	0.3	-12	-0.2
COc1ccc(-c2csc3[nH]c(=S)n(-c4ccccc4)c(=O)c23)cc1	23&-4	0.4&-0.3	15&0	-0.5&-1.4
O=C1N(C2Cc3ccccc3C2)C[C@@H]2C[C@@H](c3ccco3)N3CCC[C@@]123	14	0.0	-1	-1.3
O=C1CC[C@@H](C(=O)N2CCC3(CC2)CC3C(=O)NCC2(c3ccccc3)CCCC2)N1 (some centres not stated)	-1	0.0	-4	-0.5
CCOC(=O)CCN1CCc2nc(-c3ccccn3)nc(N3CCCCC3)c2C1	19	-0.6	-4	2.3

Sorted by formula weight (ascending): part of the list above.
SMILES	MITF inh	FBW7 act	TEAD-YAP inh	GPR151 activ
NC(=O)c1cccc(-c2cccs2)c1	66*	0.3	-12	-0.2
O=C1N(C2Cc3ccccc3C2)C[C@@H]2C[C@@H](c3ccco3)N3CCC[C@@]123	14	0.0	-1	-1.3
COc1ccc(Nc2ccnc3c(-c4cccc(N(C)C)c4)cnn23)cc1	-5	0.3	4	0.7
CCOc1ccc(NC(=O)Cn2c(C)nc3sc(C)c(C)c3c2=O)cc1	-5	-0.1	5	4.0

New compounds follow
SMILES	MITF inh	FBW7 act	TEAD-YAP inh	GPR151 activ
CC(OC(=O)C1=NNC(=O)CC1)C(=O)Nc1ccc2c(c1)OCO2 (configuration not stated)	10	0.0	-3	-1.8
c1ccc(CCCN2CCc3nc4ncccc4cc3C2)cc1	-2	0.1	-12	-0.1
CC(C)C(=O)Nc1sc2c(c1C(N)=O)CCCC2	3	0.1	-4	-1.6
CCNC(=S)N/N=C/c1ccc(C(=O)O)cc1	10	0.2	8	-9.1
COc1ccc(/C=N/NC(=O)C(C)Sc2nc(C)cc(C)n2)cc1 (configuration not stated)	9	0.0	6	0.9
Cn1c(Nc2nc(NC3CCN(Cc4ccccc4)CC3)c3ncn(C4CCCCC4)c3n2)nc2ccccc21	-12	0.1	4	-1.3
CCOC(=O)C1CCN(C(=O)c2coc(=O)c3ccccc23)CC1	11	0.6	6	-2.6
Cc1cccc(-c2nc3cc(Cl)ccc3c(=O)o2)c1	-10	0.0	1	-3.5
COCC1CCN(Cc2nc(-c3ccc(OC)cc3)no2)CC1	-4	-0.1	-8	0.2
Nc1nnc(SCC(=O)Nc2ccc(F)c(F)c2)s1	-8	0.0	3	-1.8
COc1cccc(CNC(=O)Cn2ncc3c4ccccc4n(C)c3c2=O)c1	0	0.1	-1	0.3
O=c1cc(N2CCN(Cc3ccccc3)CC2)[nH]c(=O)n1-c1ccc(Br)cc1	-4	-0.1	-6	-1.3
Cc1ccc(Cc2nnc(Nc3c(C)cccc3C)[nH]c2=O)cc1	13	0.1	-3	0.1
Cc1cc(C)nc(NC(=S)Nc2ccc3c(c2)OCO3)c1	-5	0.0	-32	3.3
CCC(C)n1c(-c2cccc(S(=O)(=O)N(CC)CC)c2)n[nH]c1=S (configuration not stated)	-19	-0.1	0	1.6
CCSc1nc2scc(C(F)(F)F)n2c(=O)c1C(=O)N(C)C(C)C	3	0.1	-20	2.1
OCCC1CN(Cc2cccc(F)c2F)CCN1Cc1ccc(F)cc1 (configuration not stated)	3	0.0	0	0.8
Cc1[nH]c2ccccc2c1C1CCN(S(=O)(=O)c2cccc3nsnc23)CC1	4	-0.2	2	2.5
N#CC1=C(SCC(=O)Nc2ccc(F)c(F)c2F)NC(=O)CC1c1ccccc1F (configuration not stated)	4	-0.1	13	-0.4
COc1ccc(-n2c(=S)[nH]c3cc(C(=O)NCc4ccccc4Cl)ccc3c2=O)c(OC)c1	11	0.3	4	-1.2
CN(C(=O)Cn1cnc2c(cnn2C)c1=O)C1CCCCC1	3	-0.1	13	0.7
N#Cc1sc2nc(-c3ccccc3)c3c(c2c1N)CCCC3	-9	0.1	-20	-0.2
CCOC(=O)c1nnn(CC(=O)Nc2cccc(Cl)c2C)c1C(=O)OCC	-1	-0.1	2	0.4
Cc1ccc(S(=O)(=O)NCCCN2CCOCC2)cc1C	-5	-0.1	0	0.8
O=C1/C(=C/c2cc(Br)ccc2O)SC(=S)N1Cc1cccnc1	-4	-0.2	3	-1.5
CCC(=O)N(C)c1nc(-c2ccccc2)cs1	-23	0.1	-54	0.3
CCc1nc(SCC(=O)Nc2ccc(C(C)=O)cc2)c2c(C)c(C)sc2n1	0	0.0	-1	1.2
O=C(NCc1cccnc1)C1CC12CCN(Cc1ccc3c(c1)Cc1ccccc1-3)CC2 (configuration not stated)	7	0.0	8	0.9
CCOC(=O)c1[nH]c(C)c(C(=O)NCCCN2CCOCC2)c1C	-2	-0.1	-3	0.2
Cc1nc(C)n(-c2ccc(Nc3nccc(-c4cncc(N5CCOCC5)c4)n3)cc2)n1	16	-0.3	31	1.5
CC(Oc1ccccc1)C(=O)Nc1ccc(C(=O)Nc2ccccc2C(=O)O)cc1 (configuration not stated)	6	0.1	7	-0.1

High-throughput results from PubChem BioAssay.
